Screens: PubChem BioAssay, several laboratories
HIF-2a inh: HIF-2a reporter inhibitors, primary screen, luminescence, 786-0 RCC cells | 786-0 RCC cells HIF-2a reporter, luciferase luminescence, overnight | inhibition, % at 18.8 µM | actives 0.72% (n = 360,000) | AID 624352, 2012;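 active means inhibition of the luminescence signal of 40% or more relative to plate controls, in a single-dose primary screen at 18.75 µM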
CaV13 ICDI inh: Disruptors of the CACNA1D IQ motif to Ca2+-dependent inactivation inhibitor domain association, primary screening, Förster resonance energy transfer in intact living …; HEK cells, CFP/YFP FRET ICDI-IQ, plate reader, 10 min; percent FRET-ratio fall versus neutral wells; inhibition, % at 12.3 µM; actives 0.098% (n = 340,000); AID 743397;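 active means mean replicate inhibition of at least 30% and at least 1% of replicates passing that level; inconclusive means only one of the two criteria is met; inactive means neither criterion is met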;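 further: 0% = median of the neutral control wells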
Shn3 3UTR inh: reduction of Shn3 3'UTR firefly luciferase signal, primary screen, Schnurri-3 inhibitor project, cell-based, Clone20 osteoblasts, set 2; Clone20 osteoblast Shn3 3'UTR firefly luciferase, 24 h; AID 588674, 2011; inhibition, % at 12.5 µM; actives 0.52% (n = 360,000);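 active means mean inhibition of at least 75% with every replicate also reaching 75%; inconclusive means mean inhibition at least 75% but some replicate below; inactive means mean inhibition below 75%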;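 further: 0% = median of neutral control wells and 100% = pilot-screen positive control compound; some compounds past the cut are filed as inactive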
MITF TRPM1 inh: inhibitors of MITF-dependent TRPM1 promoter reporter, primary screen, cell-based, SK-MEL-5, single point, luciferase; inhibition, % at 12.5 µM; actives 0.83% (n = 330,000); SK-MEL-5 TRPM1 promoter luciferase, 24 h; AID 488899, 2010;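 active means mean inhibition across replicates of 60% or more, whatever share of single replicates reaches that level; inconclusive means some that reach 60%, reason not given; inactive means mean inhibition across replicates below 60%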; further: values of inactives mirror those of a sister screen read the other way
Peg3 promoter: Peg3 promoter-driven luciferase inhibitors, primary screen, cell-based, HeLa, luciferase luminescence | HeLa PEG-Prom luciferase reporter, overnight | inhibition, % at 20 µM | actives 1.7% (n = 360,000);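 active means inhibition of at least 50% at 20 µM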
NR2E3 ag-1: NR2E3 agonists in two-hybrid cells, primary screen, cell-based, luminescence, CHO-S, Gal4-NCOR/VP16-NR2E3; actives 0.35% (n = 360,000); inhibition of corepressor binding, % at 3.98 µM; AID 602229, 2012; luciferase; Photoreceptor-specific nuclear receptor (Homo sapiens), Q9Y5X4;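 active means inhibition above the mean of all tested compounds plus 3 SD, cut at about 70% in these data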;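 further: 0% = DMSO with NR2E3 transfected cells and 100% = cells lacking NR2E3 construct; higher means lower luciferase signal from less NR2E3 corepressor binding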
Target sequence (Q9Y5X4 whole entry, looked up, the tested form may be a part): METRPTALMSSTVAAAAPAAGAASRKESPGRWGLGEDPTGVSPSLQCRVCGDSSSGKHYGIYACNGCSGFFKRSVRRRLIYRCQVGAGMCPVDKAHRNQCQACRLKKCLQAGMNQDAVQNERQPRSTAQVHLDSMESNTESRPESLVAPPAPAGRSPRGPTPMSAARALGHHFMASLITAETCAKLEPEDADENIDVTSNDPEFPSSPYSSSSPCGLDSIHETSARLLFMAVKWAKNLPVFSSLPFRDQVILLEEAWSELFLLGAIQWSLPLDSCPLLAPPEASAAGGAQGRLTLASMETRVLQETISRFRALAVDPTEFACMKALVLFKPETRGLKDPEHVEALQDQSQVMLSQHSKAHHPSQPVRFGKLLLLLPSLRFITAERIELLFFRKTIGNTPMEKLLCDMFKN
Vif inh: HIV Vif self-association inhibitors, primary screen, imaging, HEK293T, single point. HEK293T cells, Vif self-association by quenched fluorescence, 24 h. inhibition, % at 7.49 µM. actives 0.35% (n = 340,000). AID 602346, 2012; in the data active means inhibition above about 50%, passing the limit was not always enough; inconclusive means no clear call, values can overlap the other calls; inactive means below about 31%; further: some results filed as inactive read as strong as hits
KKLEB tox: cytotoxicity in KKLEB CF airway cells, primary screen, cytotoxicity control for CF NF-kB inhibitor project, cell-based, uHTS, fluorescence assay plates. actives 0.36% (n = 360,000). AID 602141, 2011. KKLEB CF airway cells viability, ATPlite luminescence, overnight; hits give low values; cells stimulated with P. aeruginosa culture filtrate. activity change (cytotoxicity), % at 5 µM;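 active means corrected activity change at or below -50% at 5 µM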
NR2E3 ag-2: inhibitors of NR2E3-RetCOR corepressor binding, primary screen, NR2E3 agonist project, biochemical, TR-FRET, GST-NR2E3, biotin-RetCOR; Photoreceptor-specific nuclear receptor (Homo sapiens), Q9Y5X4; actives 0.12% (n = 320,000); inhibition of corepressor binding, % at 4.78 µM; AID 2300, 2010; 1536-well;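 active means percent inhibition above the cutoff of mean plus 3 SD of all tested compounds, set per screening campaign, cut at about 20% in these data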;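 further: 0% = DMSO wells and 100% = biotin wells as full block of FRET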
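Material: NR2E3–RetCOR corepressor complex / Amount: 1.35 nM GST-NR2E3 / Medium: Tris pH 7.5 / Compound: single nominal compound dose of 4.8 µM / Incubation: 5 h at 4 °C / Technique: TR-FRET, Eu(K)-anti-GST donor, streptavidin-D2 acceptor, ex 340, em 617/671 nm / Read-out basis: percent loss of FRET ratio relative to control wells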
CF NFkB inh: inhibitors of PAF-induced NF-kB signaling, primary screen, cell-based, GFP fluorescence, uHTS | KKLEB NF-kB-GFP reporter, GFP fluorescence overnight | inhibition, % at 5 µM | actives 0.86% (n = 360,000);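 active means at least 50% inhibition at 5 µM, scaled per plate between neutral and stimulator controls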;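 further: PAF is a Pseudomonas aeruginosa culture filtrate used as stimulus; plate controls were PAF-stimulated DMSO wells for no effect and unstimulated DMSO wells for full effect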
PDI turbidity: inhibitors of human PDI, primary screen, biochemical, turbidity, single point, plate reader; Protein disulfide-isomerase (Homo sapiens), P07237; actives 0.052% (n = 350,000); inhibition, % at 10 µM; PDI insulin aggregation turbidity, A650, 90 min;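 active means mean inhibition across replicates of 30% or more, whatever share of single replicates reach that level; inconclusive means mean inhibition below 30% while every single replicate reaches 30%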;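 further: absorbance from insulin aggregation driven by PDI reduction with DTT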
Target sequence (P07237 whole entry, looked up): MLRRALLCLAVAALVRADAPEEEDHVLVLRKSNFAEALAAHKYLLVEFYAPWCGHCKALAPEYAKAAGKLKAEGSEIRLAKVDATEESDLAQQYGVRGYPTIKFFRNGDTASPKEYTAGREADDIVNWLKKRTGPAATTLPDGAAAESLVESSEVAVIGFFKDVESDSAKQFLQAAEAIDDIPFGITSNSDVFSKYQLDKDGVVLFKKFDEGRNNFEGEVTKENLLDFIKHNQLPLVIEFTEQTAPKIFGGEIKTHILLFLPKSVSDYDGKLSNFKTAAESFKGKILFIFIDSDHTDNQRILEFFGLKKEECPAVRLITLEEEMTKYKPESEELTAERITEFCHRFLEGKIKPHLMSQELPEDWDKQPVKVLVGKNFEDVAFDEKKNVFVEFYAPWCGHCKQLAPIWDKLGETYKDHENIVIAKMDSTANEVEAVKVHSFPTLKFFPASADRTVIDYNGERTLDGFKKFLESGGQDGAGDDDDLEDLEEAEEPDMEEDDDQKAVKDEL
* hit, by the source's call; ? = inconclusive; / = no result given.

Values run as follows: HIF-2a inh	CaV13 ICDI inh	Shn3 3UTR inh	MITF TRPM1 inh	Peg3 promoter	NR2E3 ag-1	Vif inh	KKLEB tox	NR2E3 ag-2	CF NFkB inh	PDI turbidity
- OC(CNCCc1ccc(C(F)(F)F)cc1)COc1cccc2ccccc12 (stereo unspecified)
    21	-5	17	10	90*	6	-4	-10	1	10	2
- CCN(CC)CCCNC(=O)c1cc(-c2ccc3c(c2)OCO3)on1
    -11	-5	11	-3	-33	4	/	6	7	-17	2
- CCOC(=O)C1(Cc2ccccc2)CCN(Cc2ccon2)CC1
    11	-8	-15	1	13	-13	-10	-4	-4	3	3
- CC1CCCN(c2nc3c(c(=O)n(C)c(=O)n3C)n2CCSc2nc3ccccc3s2)C1 (stereo unspecified)
    23	/	14	-16	16	-28	-2	-2	-3	-4	-2
- O=C(CSc1nnc2ccccn12)NNC(=O)c1cccc(Cl)c1
    8	-6	-16	0	7	-60	6	2	/	4	4
- CCOc1ccccc1Nc1nc2ccccc2n1C(C)C
    4	-5	8	-5	2	7	-1	2	3	-2	3
- Cc1ccc(COc2cccc(/C=N/NC(=O)c3nnn(-c4nonc4N)c3C)c2)cc1
    -132	-3	-17	4	77*	-62	-4	-50	2	59*	-4
- COc1cccc(C(=O)Nc2nnc(S(=O)(=O)N(C)c3ccccc3)s2)c1
    0	-2	5	8	23	15	-6	-7	2	11	-1
- C#CCOC(=O)CCCN1C(=O)c2cccc3cccc(c23)C1=O
    8	-5	18	/	-13	1	/	-9	/	-23	-2
- CCCOc1cccc(C2C(C(=O)c3ccco3)=C(O)C(=O)N2c2nnc(C)s2)c1 (stereo unspecified)
    -93	-3	-8	4	-25	-27	-5	9	13	-9	-7
- CCOC(=O)CSc1nnc(CSc2nc3sc4c(c3c(=O)[nH]2)CCC4)n1-c1ccccc1
    18	-6	-17	10	6	-11	12	6	0	-2	0
- Cc1ccc([C@H]2C[C@@H](n3cc(C4CC4)nn3)[C@H](O)CN2Cc2cccs2)cc1
    -2	-3	4	/	8	-5	0	2	/	-5	2
- N=c1n(CCO)c2ccccc2n1Cc1ccccc1Cl
    11	-4	2	7	13	0	5	-12	-1	7	10
- CCCCN(Cc1cc2ccccc2[nH]c1=O)S(C)(=O)=O
    16	-3	22	-7	19	-15	-1	1	-2	4	-3
- Cc1cc(NC(=O)C2CC2)ncc1NC(=O)C12CC3CC(CC(C3)C1)C2
    8	-4	-8	1	7	17	-9	10	0	-7	-4
- c1cncc(-c2nc3ccccc3[nH]2)c1
    -59	/	-7	-11	-39	-20	1	9	0	-3	-33
- Cc1ccc(S(=O)(=O)N2CCC3(CC2)OCCN3S(=O)(=O)c2c(C)cc(C)cc2C)cc1
    9	-5	?	1	13	-34	-5	-1	-3	0	-3
- CN(C)c1ccc(CN(C(=O)c2ccccc2Br)C2CCS(=O)(=O)C2)cc1 (stereo unspecified)
    16	-2	-12	-1	6	-18	32	-5	0	7	5
- C=CCNC(=O)c1c(CSc2ccccc2)noc1C(=O)NCc1ccccc1
    4	-9	1	-11	10	9	-3	-13	3	-25	1
- COc1cc2c3c(c1OC)-c1cc4c(cc1CC3(C#N)N(C(=O)c1ccccc1)CC2)OCO4 (stereo unspecified)
    14	-5	11	5	28	-4	-2	4	/	-23	-40
- O=C(C[n+]1cc(Br)cc2ccccc21)c1ccc(F)cc1
    3	-5	6	24	2	-48	5	-10	4	-1	3
- CCNC(=S)N1CCc2cc(OC)c(OC)cc2C1COc1ccccc1OC (stereo unspecified)
    17	-8	-9	11	10	-15	2	-6	1	10	1
- CC(C)(C)C(=O)Nc1ncccc1C(O)c1cccc(C(F)(F)F)c1 (stereo unspecified)
    13	-2	15	8	-7	-16	9	7	-2	3	-7
- COc1ccc(CNS(=O)(=O)c2cc3c4c(c2)CCN4C(=O)CC3)cc1
    -7	-5	22	0	-4	28	/	4	/	10	9
- CCOC(=O)c1ccc(-c2ccc3ncnc(N(C)Cc4sccc4C)c3c2)o1
    -33	-9	-31	/	31	-64	/	-16	/	32	-4
- C=Cn1cc(CNC[C@H]2O[C@@H](n3ccc(N)nc3=O)[C@H](O)[C@@H]2O)c(C)n1
    -7	-4	-16	/	-5	-12	-4	4	/	5	2
- CCOC(=O)C1CCCN(C(=O)c2ccc3c(c2)NC(=O)C(N2CCOCC2)S3)C1 (stereo unspecified)
    7	/	30	2	15	-15	-5	-3	-1	-3	4
- C=CCOC(=O)C1=C(C)NC(=O)NC1c1ccc(OCC)cc1 (stereo unspecified)
    18	-4	-1	1	20	-23	-4	4	3	4	4
- O=C(c1ccc(Cl)cc1)N1C2C=CC(C2)C1(C(F)(F)F)C(F)(F)F (stereo unspecified)
    15	-3	-50	-9	-2	-6	3	1	-1	10	-4
- Cc1ccc2nc(-c3ccccc3)nn2c1
    20	-6	47	42	43	-124	-6	-10	/	-17	-4
- COc1ccc(Cl)cc1C(=O)NNC(=S)NC(=O)/C=C/c1ccco1
    2	3	18	8	14	-13	0	-1	0	14	-12
- COc1ccccc1C1=NC(c2ccc(C)cc2)N=C1C (stereo unspecified)
    -236	-4	-92	-44	-258	-82	-15	2	5	0	15
- COc1ccc(C(C)=O)cc1COC(=O)c1cccnc1SC
    20	2	-35	-15	11	-1	0	-8	5	-18	5
- CCCCCCOC(=O)CCc1c(C)nc(N)[nH]c1=O
    11	-5	-2	-2	0	-14	12	3	2	4	6
- CCOC(=O)CNC(=O)CSc1nc2cccnc2n1Cc1ccccc1
    15	-5	-8	-5	5	-17	-7	-3	-3	0	4
- CC(=O)c1cc(CN2CCC(n3nccc3NC(=O)c3ccccc3C)CC2)cs1
    13	-6	-9	3	10	-8	/	8	1	-6	1
- C=CCOn1c(C)c(C(C)=O)c2c3no[n+]([O-])c3ccc21
    13	-4	3	-7	18	-3	-7	-13	-2	12	-2
- CCOc1ccc(C(=O)NCC(=O)NCCCn2nc(C)cc2C)cc1OCC
    14	-4	-9	-3	5	-2	-7	6	0	-13	-8
- COc1ccccc1CNC(=O)COc1ccc(C)cc1
    4	-4	12	-14	-2	8	24	-9	2	12	-5
- O=C(NCc1ccco1)/C(=C/c1ccco1)NC(=O)c1ccc(Br)o1
    11	-3	-25	-6	21	-3	0	10	-1	8	13
- CCCCCn1nc(C(=O)OCc2nc(N)nc(Nc3ccccc3)n2)c2ccccc2c1=O
    13	-6	3	-17	32	-3	11	-25	/	17	15
- CCOc1cc(/C=N/NC(=O)C(=O)N/N=C/c2ccc(O)c(OCC)c2)ccc1O
    14	-5	2	8	6	14	-5	5	3	-14	-6
- CCOC1=C2[C@H](c3ccccc3)N(S(=O)(=O)c3ccc(C)cc3)C(C(C)(C)C)[C@H]2C(C#N)(C#N)C(C#N)(C#N)C1 (stereo partly specified)
    49*	-6	87*	/	78*	-33	37	-28	/	67*	/
- Cc1cc([N+](=O)[O-])nn1CC(=O)Nc1cnc2ccccc2c1
    13	4	-5	-11	7	-20	-11	24	1	-24	-1
- Cc1ccc(-c2csc(N3CCC(NS(=O)(=O)c4ccc5c(c4)OCCO5)CC3)n2)cc1
    11	-4	82	13	34	89*	-28	2	0	12	5
- O=C(CN1C(=O)NC2(CCCCCC2)C1=O)N1CCC(Cc2ccccc2)CC1
    -3	-4	13	18	13	24	7	3	-1	13	6
- C[C@H](NC(=O)c1nc[nH]c1C(=O)NC1CCN(C(=O)OC(C)(C)C)CC1)C(=O)OCc1ccccc1
    -18	-11	5	3	-16	-8	-4	-10	2	8	-10
- O=c1n(Cc2ccccc2Cl)nc2n1-c1ccccc1SC2
    -252	-4	-63	-34	-183	-55	-5	-2	0	2	-2
- COc1ccc(S(=O)(=O)N(Cc2cccnc2)Cc2cc3ccccc3[nH]c2=O)cc1
    -10	-6	-11	8	-3	-17	7	1	-1	-10	3
- CC1CCN(c2nc(Cl)nc(Nc3ccc([N+](=O)[O-])cc3)n2)CC1
    -17	7	2	-11	19	1	-2	19	2	-71	10
- COc1ccc(C)cc1N(CC(=O)NCCN1CCOCC1)S(=O)(=O)c1ccccc1
    9	/	-12	-4	8	6	3	-9	-2	8	4
- O=C(COc1ccc([N+](=O)[O-])cc1)Nn1cnnc1
    9	-13	-2	-10	14	-21	-5	3	0	-2	3
- COc1ccc(OC)c(S(=O)(=O)NCCCN2CCOCC2)c1
    16	-5	-2	-8	15	-10	1	22	/	-12	2
- O=C(Nc1ccc2nsnc2c1)NC1CCCCC1
    -201	-5	-61	-68	-303	-148	2	-10	3	2	-5
- COc1ccc(-c2[nH]ncc2CN2CCC(C(=O)c3ccc(F)cc3)CC2)cc1
    16	1	14	3	17	-12	-3	-6	2	1	-5
- S=c1nc(Cc2ccc(Cl)cc2)[nH]c2ccccc12
    -3	-5	8	-3	-1	23	-9	-2	14	-8	8
- Cc1cc2c(cc1S(=O)(=O)N(C)Cc1ccccc1)n(C)c(=O)c(=O)n2C
    -2	-4	-35	/	8	-7	-4	1	0	9	/
- Cc1ccc(NC(=O)CNC(=O)c2ccccc2F)cc1Cl
    -134	-6	-17	-39	-137	-55	6	1	3	-1	10
- N#C/C(=C(/O)c1cccc(F)c1)c1nc2ccccc2s1
    -276	0	-33	-58	-171	-77	-9	2	3	30	1
- CC1(C)Cc2cccc(OCC(=O)OCC(=O)c3ccccc3)c2O1
    2	-3	-9	-7	-10	34	23	-6	4	-3	7

The order is random; 3.3% or so of the library scored in one or more.
